Assay outcomes as filed in PubChem BioAssay.
Caspase-1 inhib – qHTS Assay for Allosteric/Competitive Inhibitors of Caspase-1; P29466; Caspase-1 enzyme, Ac-WEHD-AFC fluorogenic rate; Potency, µM (highest dose often 57.5 µM), for the others: top-dose activity change, negative = inhibition, hits mostly inhibitors; 0.03% of 75,000 active; AID 900, 2007;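 also: potency is read from the fitted curve at half-maximal effect; plate controls were vehicle for no effect and no substrate for full effect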
Target sequence (P29466 120-297 limits assumed): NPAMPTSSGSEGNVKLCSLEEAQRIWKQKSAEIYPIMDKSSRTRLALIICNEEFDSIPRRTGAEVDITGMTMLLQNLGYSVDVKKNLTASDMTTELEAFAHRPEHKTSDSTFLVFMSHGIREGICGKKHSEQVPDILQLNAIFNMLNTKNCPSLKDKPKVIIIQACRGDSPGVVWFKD
Target sequence (P29466 317-404 limits assumed): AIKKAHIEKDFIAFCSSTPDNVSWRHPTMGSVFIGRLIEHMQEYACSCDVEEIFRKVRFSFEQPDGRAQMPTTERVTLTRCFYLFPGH
Fluorescein fluor – qHTS Assay for Spectroscopic Profiling in Fluorescein Spectral Region. Compound autofluorescence, 480/540 nm, fluorescein-equivalent; hits give high values. max fluorescein-equivalent concentration, M. 0.91% of 59,000 active. AID 593, 2007; in the data active = max fluorescein-equivalent concentration above about 10 nM; inconclusive = between about 1.1 nM and that limit
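Each compound is tested across a concentration series in 100 mM Tris buffer at pH 8.0. After 15 min at room temperature, plates are imaged with 480 nm excitation and 540 nm emission filters, and intensities are converted to fluorescein-equivalent values.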
HEK293 cAMP cs – qHTS Assay for Agonists of the Thyroid Stimulating Hormone Receptor: Activators of Intracellular cAMP Concentrations in Parental HEK 293. parental HEK293 CNG cAMP sensor, membrane potential fluorescence. 2.5% of 73,000 active. Potency, µM (titrated, usually from 57.1 µM), for inactives: top-dose activation, usual class: activators; also: potency is read from the fitted curve at half-maximal effect; % of control where 0% means no effect; nearly all actives have a fitted effect of over 55% in size
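Counterscreen for endogenous-receptor signalling: CNG-channel HEK 293 cells report cAMP rise by membrane depolarization. After 60 min dye equilibration with 100 uM RO 20-1724, compounds incubated 30 min before bottom-read fluorescence at 590 nm.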
FLuc inh – qHTS Assay for Inhibitors of Firefly Luciferase; Luciferin 4-monooxygenase (Photinus pyralis), P08659; purified firefly luciferase, luminescence, 8 min; Potency, µM (titrated, usually from 57.1 µM), without a hit: at the top dose activity change, negative = inhibition, usual class: inhibitors; 2.2% of 72,000 active; AID 411, 2009; also: potency is read from the fitted curve at half-maximal effect; % is scaled to controls: 0 for no effect and ±100 for the full control effect; nearly all actives have a fitted effect of over 40% in size
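Here, luciferase activity is measured as luminescence following an 8 min room-temperature reaction at 10 uM ATP, pH 7.2. Every library sample is titrated.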
Casp7 inh – qHTS Assay for Allosteric/Competitive Inhibitors of Caspase-7 | 0.02% of 75,000 active | AID 889, 2007 | Potency, µM (titrated, usually from 57.5 µM), inactives show top-dose activity change, negative = inhibition, most hits filed as inhibitors | recombinant caspase-7, Ac-DEVD-AFC fluorescence rate | P55210; active = well fitted inhibition curve with a large enough effect in the main read-out, with a control signal flat, not every such curve was filed as active; inconclusive = small, poorly fitted or top-dose-only effect, or a change in a side signal; also: potency is read from the fitted curve at half-maximal effect; % of control where 0% means no effect
Rhodamine autofl – qHTS Assay for Spectroscopic Profiling in Rhodamine Spectral Region. Rhodamine-region fluorescence, 547/598 nm, Tris buffer; hits give high values. max dye-equivalent concentration, M. 0.05% of 59,000 active; in the data active = max dye-equivalent concentration above about 11 nM; inconclusive = between about 1.1 nM and that limit
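Steps: pin-transfer compounds into pH 8.0 Tris (100 mM), hold 15 min at room temperature, image with a 547/598 nm filter pair, and convert intensities to rhodamine-equivalent concentration using a six-point on-plate rhodamine series.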
A350 fluor – qHTS Assay for Spectroscopic Profiling in A350 Spectral Region; max dye-equivalent concentration, M; 11% of 59,000 active; AID 590, 2007; Compound autofluorescence, 340/450 nm, Alexa 350 dye-equivalents; hits give high values; in the data active = max dye-equivalent concentration above about 10 nM; inconclusive = mostly about 1.1 nM to 9.6 nM
Texas Red fluor – qHTS Assay for Spectroscopic Profiling in Texas Red Spectral Region | Compound fluorescence, Texas Red channel, 547/618 nm; hits give high values | max dye-equivalent concentration, M | 0.06% of 59,000 active | AID 587, 2007; in the data active = max dye-equivalent concentration above about 10 nM; inconclusive = between about 1.1 nM and that limit
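Spectral interference profiling: each compound concentration's relative fluorescence, read with a 547 nm excitation and 618 nm emission filter pair, was normalized to a per-plate Texas Red standard curve.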
4MU fluor – qHTS Assay for Spectroscopic Profiling in 4-MU Spectral Region; compound autofluorescence, 340/450 nm, 4-MU equivalents; hits give high values; max dye-equivalent concentration, M; 11% of 59,000 active; AID 589, 2007; in the data active = max dye-equivalent concentration above about 10 nM; inconclusive = mostly about 1.1 nM to 9.6 nM
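Compounds in 100 mM Tris, pH 8.0, incubated 15 min at room temperature, then fluorescence read at 340 nm excitation/450 nm emission. Signal converted to 4-MU dye-equivalent concentration using an on-plate six-point 4-MU standard curve.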
Tau filament bind – qHTS Assay for Tau Filament Binding. Microtubule-associated protein tau (Homo sapiens), P10636. recombinant tau filaments, thioflavin S fluorescence, 15 h; filaments grown with octadecylsulfate alongside compound. Potency, µM (highest dose often 57.1 µM), without a hit: top-dose activity change, negative = inhibition. 2% of 71,000 active. AID 596, 2007;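 also: potency is read from the fitted curve at half-maximal effect; % is scaled to controls: 0 for no effect and ±100 for the full control effect; actives lower thioflavin S fluorescence by blocking filaments or displacing dye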
Target sequence (P10636 whole entry, looked up): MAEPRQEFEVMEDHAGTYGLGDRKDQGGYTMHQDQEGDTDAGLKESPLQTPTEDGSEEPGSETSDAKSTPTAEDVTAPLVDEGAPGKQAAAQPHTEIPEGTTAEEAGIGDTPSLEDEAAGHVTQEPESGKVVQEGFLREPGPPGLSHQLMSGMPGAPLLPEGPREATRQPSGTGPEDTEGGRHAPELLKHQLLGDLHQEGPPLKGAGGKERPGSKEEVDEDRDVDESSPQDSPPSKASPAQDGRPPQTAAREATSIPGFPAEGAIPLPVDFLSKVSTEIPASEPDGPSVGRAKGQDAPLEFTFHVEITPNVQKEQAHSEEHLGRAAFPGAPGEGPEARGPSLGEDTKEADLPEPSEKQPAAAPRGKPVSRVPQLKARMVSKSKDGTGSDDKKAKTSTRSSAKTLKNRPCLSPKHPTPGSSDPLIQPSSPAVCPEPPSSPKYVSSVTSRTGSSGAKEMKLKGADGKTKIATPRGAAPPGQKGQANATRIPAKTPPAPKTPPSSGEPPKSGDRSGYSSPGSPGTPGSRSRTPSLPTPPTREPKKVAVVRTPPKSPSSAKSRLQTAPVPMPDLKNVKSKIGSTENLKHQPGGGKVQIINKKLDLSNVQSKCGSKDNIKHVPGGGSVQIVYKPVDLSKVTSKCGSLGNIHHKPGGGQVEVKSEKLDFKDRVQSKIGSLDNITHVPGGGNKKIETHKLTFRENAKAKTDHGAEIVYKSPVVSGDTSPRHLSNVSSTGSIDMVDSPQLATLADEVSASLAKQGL
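Tau 2 uM in ThS buffer dispensed; compound added; 60 uM ODS added (finals 1 uM tau, 30 uM ODS); 15 h 37 C; fluor ex450/em510.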
ERK AVP block – qHTS Assay for Inhibitors of the ERK Signaling Pathway using a Homogeneous Screening Assay; Potency, µM (top dose mostly 57.5 µM), for the others: top-dose activity, negative = inhibition, hits mostly inhibitors; 0.99% of 72,000 active; HEK293-V1b, vasopressin-stimulated pERK AlphaScreen; also: potency is read from the fitted curve at half-maximal effect; % is scaled to controls: 0 for no effect and ±100 for the full control effect; nearly all actives have a fitted effect of over 55% in size
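HEK293 cells stably expressing V1b receptor, seeded overnight in 1% FBS, were treated with compounds for 30 min at 37C, then stimulated 5 min with 25 nM vasopressin; phospho-ERK read by AlphaScreen SureFire after lysis.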
Active calls of the source: *; i = inactive; ? = inconclusive; · = not tested or not shown; [ ] = remark or other dose. Unless noted, calls follow the shape of the dose curve; as a rule, active = well fitted curve in the direction sought with a large enough effect; inconclusive = small, poorly fitted or top-dose-only effect, or another doubt; inactive = no such curve, though single readings can be large; an effect the other way counts as inactive or inconclusive.

Start of the listing, in advance, 3 compounds:
#1 COC(=O)c1cnc2c(C(F)(F)F)cccc2c1OC
#2 CC(C)(C)NC(=O)CSc1nc(O)cc(=O)n1-c1ccccc1F
#3 O=C(NC1CCCCC1)N(Cc1nc2ccccc2c(=O)[nH]1)C1CCCC1

Screen / compound no.	1	2	3
Caspase-1 inhib	-1%	-1%	-2%
Fluorescein fluor	i	·	?
HEK293 cAMP cs	7%	-10%	2%
FLuc inh	1%	-3%	2%
Casp7 inh	-1%	-1%	0%
Rhodamine autofl	i	·	i
A350 fluor	i	·	2.7e-08M*
Texas Red fluor	i	·	i
4MU fluor	i	·	2.4e-08M*
Tau filament bind	-4%	13%	145%
ERK AVP block	2%	-10%	-18%

The listing, from the start:
#1 COC(=O)c1cnc2c(C(F)(F)F)cccc2c1OC
#2 CC(C)(C)NC(=O)CSc1nc(O)cc(=O)n1-c1ccccc1F
#3 O=C(NC1CCCCC1)N(Cc1nc2ccccc2c(=O)[nH]1)C1CCCC1
#4 CC(C)C(=O)Nc1nnc(Cc2ccccc2)s1
#5 CCOC(=O)C1CCN(CC(=O)c2c(C)[nH]c3cc(C)ccc23)CC1
#6 CCn1cc(SCC(=O)NCc2ccc3c(c2)OCO3)c2ccccc21
#7 CCOc1ccc(NC(=O)c2ccncc2)cc1
#8 CCS(=O)(=O)N1CCC(C(=O)NCc2ccccn2)CC1
#9 Cc1oc(-c2ccccc2)[n+]([O-])c1C
#10 CCC(=O)N1CCN(c2ccccc2NC(=O)Cc2ccc(Cl)cc2)CC1

Screen / compound no.	1	2	3	4	5	6	7	8	9	10
Caspase-1 inhib	-1%	-1%	-2%	1%	-3%	-3%	0%	0%	-2%	-1%
Fluorescein fluor	i	·	?	i	?	·	i	i	i	?
HEK293 cAMP cs	7%	-10%	2%	3%	27%	?	14%	7%	6%	27%
FLuc inh	1%	-3%	2%	0%	1%	2µM*	-10%	4%	1%	2%
Casp7 inh	-1%	-1%	0%	0%	-3%	-14%	0%	1%	-1%	-1%
Rhodamine autofl	i	·	i	i	i	·	i	i	i	i
A350 fluor	i	·	2.7e-08M*	i	?	·	i	i	?	i
Texas Red fluor	i	·	i	i	i	·	?	i	?	i
4MU fluor	i	·	2.4e-08M*	i	i	·	i	i	i	i
Tau filament bind	-4%	13%	145%	-14%	0%	-11%	4%	-33%	-23%	-15%
ERK AVP block	2%	-10%	-18%	-8%	-1%	·	10%	24%	11%	-16%

#11 COc1ccccc1N1CC(C(=O)OC(C)C(=O)N2CCCc3ccccc32)CC1=O (stereo not given)
#12 CCS(=O)(=O)NCCc1ccc(OC)c(OC)c1
#13 O=C(NCc1ccc2c(c1)OCO2)c1ccc(S(=O)(=O)NCC2CCCO2)cc1 (stereo not given)
#14 Cn1cc(C(=O)NC2CCCCCC2)c(=O)c2cc(S(=O)(=O)N3CCCC3)ccc21
#15 CCCCOC(=O)Nc1ccc(OC)cc1S(=O)(=O)N1CCOCC1
#16 Cc1ccccc1-n1c(=O)c2ccccc2n2nnnc12
#17 O=C(CCNc1ccccc1)c1ccc2c(c1)OCO2
#18 Cc1nc2ncccn2c1-c1csc(NCc2ccco2)n1
#19 CCCC(=O)Nc1ccc(NC(=O)c2ccccn2)cn1
#20 O=S(=O)(c1ccc(Cl)c(Cl)c1)N1CCc2nc3ccccc3n2CC1

Screen / compound no.	11	12	13	14	15	16	17	18	19	20
Caspase-1 inhib	-3%	-1%	1%	1%	0%	0%	-3%	-1%	-1%	-2%
Fluorescein fluor	i	i	i	?	?	i	i	i	i	·
HEK293 cAMP cs	6%	-1%	3%	?	4%	3%	?	-18%	29%	2%[11.4 µM]
FLuc inh	1%	0%	3%	-2%	4%	-2%	16µM*	1%	20µM*	1%
Casp7 inh	0%	1%	4%	-2%	1%	2%	2%	-4%	2%	2%
Rhodamine autofl	i	i	i	i	i	i	i	i	i	·
A350 fluor	i	i	i	i	?	i	2.7e-08M*	i	i	·
Texas Red fluor	i	i	?	i	i	i	i	i	i	·
4MU fluor	i	i	i	i	?	i	1.9e-08M*	i	i	·
Tau filament bind	-2%	4%	-5%	2%	9%	8%	-7%	-13%	-4%	176%[11.4 µM]
ERK AVP block	-13%	-11%	14%	-17%	-8%	-9%	-4%	-28%	14%	1%

#21 O=C(CSc1nc(-c2ccco2)cc(C(F)(F)F)n1)Nc1cccnc1
#22 Cc1ccc(S(=O)(=O)NC(CC(=O)N2CCc3ccccc32)c2ccco2)cc1 (stereo not given)
#23 Cc1ccc(Nc2cc(C)nc3ncnn23)c(Cl)c1
#24 COC(=O)N1CCC2(CCCN(Cc3ccc(C#N)cc3)C2)CC1
#25 CCOc1cc(CC(=O)N[C@@H](CC(C)C)c2ccccc2N2CCCCC2)ccc1C(=O)O
#26 Cc1cc(C)c2c(c1)-c1cc(C)nn1C(c1ccc3c(c1)OCO3)N2 (stereo not given)
#27 O=C(CSc1ccc2nnc(-c3ccncc3)n2n1)Nc1ccc2c(c1)OCO2
#28 Cc1ccc(-c2ccc(SCC(=O)Nc3nonc3C)nn2)cc1
#29 CCOC(=O)C1CCCN(c2c(N3CCC(N4CCCCC4)CC3)c(=O)c2=O)C1 (stereo not given)
#30 CCC(C)N(CC(=O)NCc1ccc(OC)cc1)C(=O)c1csnn1 (stereo not given)

Screen / compound no.	21	22	23	24	25	26	27	28	29	30
Caspase-1 inhib	-1%	-1%	1%	-4%	2%[25.7 µM]	-8%	-1%	3%	-7%	-1%
Fluorescein fluor	i	?	·	i	?	?	·	?	·	i
HEK293 cAMP cs	11%	5%	6%	7%	8%[25.6 µM]	-23%	-1%	-1%	1%	0%
FLuc inh	0%	0%	-3%	0%[11.4 µM]	-3%[25.5 µM]	4%	1%	7.9µM*	-6%	-6%
Casp7 inh	2%	-1%	-1%	-4%	1%[25.7 µM]	-6%	1%	-1%	1%	1%
Rhodamine autofl	i	i	·	i	i	i	·	i	·	i
A350 fluor	i	i	·	i	1.9e-08M*	6.4e-08M*	·	i	·	i
Texas Red fluor	i	i	·	i	i	i	·	?	·	i
4MU fluor	i	i	·	i	1.9e-08M*	6.7e-08M*	·	i	·	i
Tau filament bind	0%	6%	7%	-4%	-13%[25.6 µM]	-9%	-10%	-2%	-5%	2%
ERK AVP block	5%	17%	-8%	12%	5%[25.7 µM]	?	·	-14%	-5%	-13%

#31 COc1cc2cc(C(c3nnnn3C3CCCC3)N3CCc4ccccc43)c(=O)[nH]c2cc1OC (stereo not given)
#32 COc1cccc(OCC(=O)N(Cc2nc(-c3ccc(Cl)cc3)no2)C(C)C)c1
#33 O=S(=O)(NCc1ccco1)c1cccc(S(=O)(=O)N2CCOCC2)c1
#34 N#Cc1ccc2ccn(CC(=O)NC3CCCCCC3)c2c1
#35 CC(C)(C)NC(=O)NC(=O)COC(=O)c1ccco1
#36 C(#Cc1ccc(C#CCN2CCOCC2)cc1)CN1CCOCC1
#37 Cc1cccc(OCC(=O)N2CCN(C(=O)c3cccs3)CC2)c1
#38 CCOC(=O)CCCNS(=O)(=O)c1c(C)ccc2nsnc12
#39 Cc1ccc(S(=O)(=O)N(c2ccccc2)C2CCS(=O)(=O)C2)cc1 (stereo not given)
#40 Nc1nc(SCc2ccccc2)ns1

Screen / compound no.	31	32	33	34	35	36	37	38	39	40
Caspase-1 inhib	0%	-4%	1%	-1%	1%	-1%	-3%	-1%	-2%	0%
Fluorescein fluor	i	·	?	i	?	·	·	i	i	?
HEK293 cAMP cs	5%	23%	-1%	3.2µM*	6%	11%	4%	3%	2%	0%
FLuc inh	-4%	0%	-1%	0%	-2%	2%	0%	1%	2%	-10%
Casp7 inh	-2%	-5%	0%	0%	·	-1%	0%	1%	0%	-1%
Rhodamine autofl	i	·	i	i	i	·	·	i	i	i
A350 fluor	1.2e-07M*	·	i	i	?	·	·	i	i	i
Texas Red fluor	i	·	?	i	i	·	·	i	i	?
4MU fluor	1.3e-07M*	·	i	i	?	·	·	i	i	i
Tau filament bind	-1%	123%	12%	2%	-7%	3%	0%	-9%	-1%	-4%
ERK AVP block	?	-12%	-5%	4%	-5%	-1%	-7%	-13%	-9%	9%

#41 O=S(=O)(NCCN1CCCC1)c1cccc2cccnc12
#42 COCCCNC(=O)CN1C(=O)c2ccccc2C1=O
#43 CC(C)OC(=O)CSc1nc2ncc(Cl)cc2[nH]1
#44 CCc1c(C)nc2ncnn2c1N1CCCC(C(=O)NCc2ccc3c(c2)OCO3)C1 (stereo not given)
#45 CCCNS(=O)(=O)c1ccc(CCC(=O)NCc2ccc3c(c2)OCO3)cc1
#46 Cc1cc(N)ccc1NC(=O)c1ccccc1

Screen / compound no.	41	42	43	44	45	46
Caspase-1 inhib	-1%	-1%	4%	0%	3%	0%
Fluorescein fluor	·	i	i	?	?	i
HEK293 cAMP cs	?	5%	?	?	3%	5%
FLuc inh	2%	1%	0%	0%	1%	-2%
Casp7 inh	0%	-3%	-1%	0%	1%	0%
Rhodamine autofl	·	i	i	i	i	i
A350 fluor	·	i	?	i	i	i
Texas Red fluor	·	i	i	?	i	i
4MU fluor	·	i	?	i	i	i
Tau filament bind	?	4%	1%	10%	-1%	-13%
ERK AVP block	·	-14%	2%	0%	-10%	23%

The list is partial; the hit share may differ from the screen's.
